FLuc inhib CS: Photinus pyralis luciferase inhibition counter-screen. P08659. ATPLite firefly luciferase biochemical luminescence, 10 min. inhibition, % at 10 µM. hit rate 1.5% among 200,000;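 active = inhibition above about 50% when tested at 10 µM, limit read from the data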
Target sequence (P08659 whole entry, looked up): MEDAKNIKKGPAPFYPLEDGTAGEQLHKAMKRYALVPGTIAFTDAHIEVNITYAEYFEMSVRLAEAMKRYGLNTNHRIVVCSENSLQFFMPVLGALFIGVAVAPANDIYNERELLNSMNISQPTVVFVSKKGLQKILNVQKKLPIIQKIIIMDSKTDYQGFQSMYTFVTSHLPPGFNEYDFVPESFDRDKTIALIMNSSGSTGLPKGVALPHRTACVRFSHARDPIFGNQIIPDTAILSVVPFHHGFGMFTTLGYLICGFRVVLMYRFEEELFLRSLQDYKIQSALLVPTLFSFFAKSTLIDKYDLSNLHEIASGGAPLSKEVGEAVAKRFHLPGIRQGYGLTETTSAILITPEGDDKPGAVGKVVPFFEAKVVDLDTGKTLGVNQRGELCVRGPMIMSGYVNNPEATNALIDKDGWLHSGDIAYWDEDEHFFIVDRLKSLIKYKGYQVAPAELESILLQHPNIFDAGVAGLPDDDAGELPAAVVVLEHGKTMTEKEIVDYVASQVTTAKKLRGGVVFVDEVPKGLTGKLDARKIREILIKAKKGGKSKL
STAT3 inh: inhibitors of IL-6 induced STAT3 signaling; inhibition, % at 5.5 µM; hit rate 0.89% among 190,000; AID 862; U3A cells, IL-6 STAT3-luciferase reporter, luminescence; host cell line lacks STAT1;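 active = inhibition above the mean inhibition across all screened compounds plus 3 SD, cut at about 44% in these data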;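 note: 0% = DMSO only wells and 100% = 100 µM nifuroxazide control wells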
STAT1 inh: inhibitors of IFN-gamma induced STAT1 signaling | inhibition, % at 5.5 µM | hit rate 0.35% among 200,000 | NIH 3T3 STAT1-luciferase reporter, luminescence;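 active = inhibition above a set limit, the mean inhibition across all tested compounds plus 3 SD, cut at about 34% in these data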;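 note: 0% = IFN-gamma with DMSO and 100% = IFN-gamma with 300 µM nifuroxazide; values of inactives mirror those of a sister screen read the other way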
ROMK mod: modulators of human ROMK potassium channel | B-score at 10 µM | Tet-inducible ROMK, thallium flux fluorescence; actives lie on both sides | AID 1918 | hit rate 2% among 130,000;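 active = signal ratio slope over the read window, or its plate-corrected B-score, at least 3 SD from the plate mean, either direction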;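 note: B-score of the F/F0 ratio slope over 7 to 12 s after thallium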
Target sequence (P48048 whole entry, looked up): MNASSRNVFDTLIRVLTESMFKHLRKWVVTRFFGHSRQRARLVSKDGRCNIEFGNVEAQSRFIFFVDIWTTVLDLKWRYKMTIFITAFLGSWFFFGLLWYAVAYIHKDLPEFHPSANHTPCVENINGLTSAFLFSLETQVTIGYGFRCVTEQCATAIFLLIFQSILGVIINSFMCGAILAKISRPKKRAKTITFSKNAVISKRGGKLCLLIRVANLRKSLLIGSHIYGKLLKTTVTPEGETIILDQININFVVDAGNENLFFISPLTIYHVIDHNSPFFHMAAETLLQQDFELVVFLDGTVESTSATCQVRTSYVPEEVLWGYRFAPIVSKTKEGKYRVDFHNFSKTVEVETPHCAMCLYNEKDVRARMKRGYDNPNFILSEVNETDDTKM
STAT1 activator: STAT1 signaling activation; NIH 3T3 STAT1-luciferase reporter, IFN-gamma, luminescence; 100% = IFN-gamma alone, no compound; activation (% of control), % at 5.5 µM; hit rate 2.6% among 200,000;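 active = activation above the screen-wide mean activation plus 3 SD, cut at about 130% in these data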;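 note: raw ratio to IFN-gamma control signal so 100% means no change and 0% no light; values of inactives mirror those of a sister screen read the other way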
FLuc stim CS: firefly luciferase counter-screen for stimulation assays; P08659; ATPlite luciferase biochemical, luminescence, 10 min; 0 = ATP-free wells, 1 = DMSO control; activation factor at 10 µM; 200,000 tested, under 10 active; AID 1027;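 active = luciferase activation factor, scaled between plate controls, of at least 2 with compound at 10 µM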
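Material: Luciferase/luciferin reagent mix | Doses: Test compounds dosed from 2 mM stocks in 100% DMSO | Timing: 10 min incubation after luciferase reagent addition, room temperature | Measured by: Luminescence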
NF-kB neuron act: NF-kB expression increase, human neuronal cells. NF-kB reporter expression; stronger effect = higher value. fold change at 12.5 µM. hit rate 1.6% among 190,000; in the data active = fold change above about 3.3
APP 5UTR inh: APP translation inhibition; inhibition, % at 2 µM; AID 1285; hit rate 0.82% among 190,000; SH-SY5Y APP 5'UTR-luciferase reporter, luminescence;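 active = inhibition above a set limit, derived from the sample mean plus 3 SD, cut at about 45% in these data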; note: values of inactives mirror those of a sister screen read the other way
APP 5'UTR act: APP 5'UTR luciferase reporter activation | hit rate 1% among 190,000 | activation, % at 2 µM | SH-SY5Y APP 5'UTR luciferase reporter, luminescence; zero percent = DMSO vehicle wells;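 active = activation above a set limit, based on mean plus 3 SD of controls, cut at about 140% in these data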; note: values of inactives mirror those of a sister screen read the other way
STAT3 activator: STAT3 signaling activation. U3A cells, IL-6 STAT3-luciferase reporter, luminescence; 100% = signal with IL-6 EC80 alone. activation (% of control), % at 5.6 µM. hit rate 0.91% among 190,000. AID 871;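 active = activation above the screen-wide mean of compound activation plus 3 SD, cut at about 130% in these data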;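 note: 0% = background luminescence of wells with medium and substrate only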
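Test system: Human STAT1-deficient U3A cells with stable STAT3-luciferase reporter | Also added: Interleukin-6, 33 ng/mL | Timing: Compound pre-incubation 1 h before IL-6, then 6 h stimulation at 37 °C | Technique: Luciferase reporter luminescence | Read-out: Percent of IL-6-only median luminescence | Benchmarks: IL-6-only wells as 100% reference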
The depositor's hits bear a star; · = not tested or not shown.

SMILES	FLuc inhib CS	STAT3 inh	STAT1 inh	ROMK mod	STAT1 activator	FLuc stim CS	NF-kB neuron act	APP 5UTR inh	APP 5'UTR act	STAT3 activator
N#Cc1ccccc1N=C1CCCN1Cc1ccccc1	-2	13	-2	·	102	1	0.81	-16	16	94
O=c1cc(CO)oc(C(Nc2ccccn2)c2ccc(F)cc2)c1O (configuration not stated)	-11	-1	-6	·	105	1.1	0.99	1	-1	104
COCC(=O)Nc1ccccc1NC(C)=O	-4	-8	-2	·	102	1	0.73	3	-3	110
Cc1ccc(C)c(OCCCCn2cnc3ccccc3c2=O)c1	-2	0	-4	·	104	1	1.2	-4	4	101
O=C(Oc1ccccc1C(=O)Nc1ccccc1)c1ccc(Br)c([N+](=O)[O-])c1	4	6	11	·	90	1	1.3	12	-12	97
CC(C)NC(=O)COC(=O)c1ccc(Cl)c(S(=O)(=O)N2CCCC2)c1	-10	-3	-6	-0.16	105	1.1	1.1	7	-7	108
O=C1C(Cc2ccccc2)C(c2ccccc2)N1c1ccccc1 (configuration not stated)	-6	8	-7	·	106	1.1	0.94	5	-5	99
Cc1nn(Cc2ccccc2)c2c1C(c1ccco1)C(C#N)=C(N)O2 (configuration not stated)	-4	8	-1	·	101	1	1.1	7	-7	101
COC(=O)c1cccc(S(=O)(=O)N2CCC(NC(=O)Nc3cccc(F)c3)CC2)c1	-2	10	1	0.18	99	1	1.1	-6	6	94
O=C1CSC(c2cn(-c3ccccc3)nc2-c2cc3ccccc3oc2=O)N1Cc1ccco1 (configuration not stated)	-6	4	-6	0.72	105	1.1	0.75	1	-1	99
CCCc1cc(=O)[nH]c(SCC(=O)N(CC)C2CCS(=O)(=O)C2)n1 (configuration not stated)	-4	-3	-2	·	102	1	1	-30	30	104
S=c1[nH]nc(CSc2nc3ccccc3s2)n1Cc1ccccc1	-8	-7	1	1.2	99	1.1	1.3	-4	4	110
COc1cc(NC(=O)C2CC(=O)NC3=C2C(=O)CCC3)c(OC)cc1Cl (configuration not stated)	-6	5	0	·	100	1.1	1.2	-8	8	98
Cc1nnc(SC(C)C(=O)NCC2CCCO2)n1-c1ccccc1 (configuration not stated)	-2	5	6	0.92	95	1	1.2	6	-6	101
O=C(CSC1=NCCN1)NC1CCCCCC1	-2	8	-9	0.46	108	1	1.5	-7	7	98

Part of the list above in order of heavy-atom count, high to low:
SMILES	FLuc inhib CS	STAT3 inh	STAT1 inh	ROMK mod	STAT1 activator	FLuc stim CS	NF-kB neuron act	APP 5UTR inh	APP 5'UTR act	STAT3 activator
O=C(Oc1ccccc1C(=O)Nc1ccccc1)c1ccc(Br)c([N+](=O)[O-])c1	4	6	11	·	90	1	1.3	12	-12	97
COc1cc(NC(=O)C2CC(=O)NC3=C2C(=O)CCC3)c(OC)cc1Cl (configuration not stated)	-6	5	0	·	100	1.1	1.2	-8	8	98
CCCc1cc(=O)[nH]c(SCC(=O)N(CC)C2CCS(=O)(=O)C2)n1 (configuration not stated)	-4	-3	-2	·	102	1	1	-30	30	104

Going on with the list:
SMILES	FLuc inhib CS	STAT3 inh	STAT1 inh	ROMK mod	STAT1 activator	FLuc stim CS	NF-kB neuron act	APP 5UTR inh	APP 5'UTR act	STAT3 activator
CCCCC(=O)Nc1ccc(C(=O)Nc2ccc(S(=O)(=O)Nc3ccc(C)cc3)cc2)cc1	-6	1	1	0.14	99	1.1	1.5	8	-8	103
Cc1[nH]c2ccc(C(=O)NCC(C)(C)N3CCOCC3)cc2c1C	0	-1	-3	0.95	102	1	1.1	-2	2	102
COC(=O)C1=C(C)n2cnnc2NC1c1ccc(Cl)cc1 (configuration not stated)	-5	8	14	·	88	1	1	-18	18	93
COc1ccccc1NC(=O)Cn1nc(-c2ccc(Cl)cc2)c2ccccc2c1=O	-7	-2	1	-0.55	98	1.1	1	5	-5	102
CCNC(=O)NC(=O)CSc1ccc2ccccc2c1	-8	6	-5	-0.62	104	1.1	1	-12	12	97
CCC1CCCCN1Cc1ccc(OC)c(C)c1C (configuration not stated)	-4	-4	2	-0.024	94	1	1.2	0	0	105
CC(O)C(=O)N/N=C/c1ccccc1C(=O)O (configuration not stated)	-2	0	-10	0.5	107	1	1.5	-20	20	104
CC(C)c1nnc(N2C(=O)C(O)=C(C(=O)c3cccs3)C2c2ccccc2)s1 (configuration not stated)	1	13	-4	-2.4	102	1	1.3	-20	20	98
CCOc1ccccc1NC(=O)/C(C#N)=C/c1c(C)nn(-c2ccccc2)c1Cl	-7	-14	-1	-0.57	101	1.1	1.2	-12	12	110
COC(=O)c1[nH]c2ccccc2c1NC(=O)CN1CCCCCC1	0	-1	7	·	93	1	0.56	-2	2	104
N#Cc1ncc(C(F)(F)F)cc1Sc1ccccc1N	-5	2	7	0.45	94	1.1	1.2	·	·	104
Cc1c(Br)ccc(NC(=O)COc2ccccc2C(N)=O)c1C	-4	21	1	0.79	98	1	1.1	18	-18	86
O=C(Nc1ccc2nc(-c3ccccn3)[nH]c2c1)C1CCCCC1	63*	9	-17	·	116	0.4	1.2	-34	34	96
COc1ccc(CNC(=O)c2cc(-c3ccccc3O)n[nH]2)cc1	-4	10	9	-0.81	92	1	1.1	-24	24	94
COc1cccc(OCCCCN2CCCCC2)c1	-4	4	-7	·	107	1	1.1	-21	21	100
COc1ccc(CCN(Cc2nc3ccccc3c(=O)[nH]2)C(=O)c2ccco2)cc1	-2	-3	4	·	96	1	0.81	0	0	103
COc1ccc2nc(NNC(=O)COc3ccccc3)sc2c1	3	-12	-1	-1.3	101	1	1.2	-23	23	120
O=C(NCc1ccccc1)C1=C[C@@H](c2ccc(Br)cc2)C[C@@H](OCc2ccc(CO)cc2)O1	-4	·	-4	·	105	1	1.1	5	-5	·
CC(Oc1ccc(-c2ccccc2)c(F)c1)c1ccn(S(=O)(=O)c2ccc(Br)cc2)n1 (configuration not stated)	-8	3	8	·	93	1.1	0.96	-10	10	100
O=[N+]([O-])c1cccc(-c2nnn(C34CC5CC(CC(C5)C3)C4)n2)c1	-4	1	-8	·	107	1	1.2	2	-2	108
Cc1c(C(=O)Nc2ccccc2Cl)oc2ccc(S(=O)(=O)N3CCC4(CC3)OCCO4)cc12	-6	16	-3	·	103	1.1	1.4	11	-11	90
CS(=O)(=O)c1ccc(C(=O)N2CCc3ccccc3C2)cc1	-9	8	14	-0.3	87	1.1	1.2	-15	15	97
COc1ccccc1C(=O)Nc1ccc(-c2nnn(CC(=O)N3CCOCC3)n2)cc1	14	25	-10	0.84	108	0.9	1.2	0	0	83
CC(C)(C)C(=O)Nc1nnc(SCc2ccc(F)cc2)s1	-5	-7	-8	0.012	107	1	1.4	-31	31	110
O=C(C1CCN(S(=O)(=O)c2cccs2)CC1)N1CCCCCC1	-6	-8	0	0.38	100	1.1	1.3	-12	12	106
C=CCNC(=O)NC(=O)COC(=O)/C(C#N)=C/c1cc(C)n(CCC(C)C)c1C	-4	-16	-3	·	103	1	1.2	16	-16	115
COCC(=O)N(Cc1cc2ccc(C)cc2[nH]c1=O)c1ccc(OC)cc1	-5	3	-5	-0.12	105	1	1.1	4	-4	104
O=C(CSCc1ccco1)NC1CCCC1	-6	-7	-1	0.13	103	1.1	1.3	-32	32	104
C=CCc1cc(OC)ccc1OCCON1C(=O)CCC1=O	-7	1	-2	·	98	1.1	1.1	-8	8	102
CC1=C(C(=O)Nc2ccccc2)C(c2cc(CN3CCOCC3)cs2)C2=C(CCCC2=O)N1 (configuration not stated)	1	1	-1	0.48	100	1	1.2	9	-9	106
COCCNC(=O)Cc1ccc(F)cc1	-6	6	0	0.012	99	1.1	1.2	-2	2	96
COc1ccc(NC(=O)CN(C)CC(=O)Nc2ccccc2SC)cc1Cl	1	-3	-6	·	105	1	1.1	6	-6	102
COc1ccc(C(C)NC(=O)c2ccccc2Br)cc1OC (configuration not stated)	-6	-6	-5	·	104	1.1	1	-7	7	109
O=C(O)c1ccc(CNc2ccccc2C(=O)O)cc1	-1	1	2	·	98	1	1.1	0	0	102
CC(C)(C)NC(=O)COC(=O)c1ccc(NC(=O)CC#N)cc1	-6	-12	2	0.6	97	1.1	1.1	-10	10	111
COc1ccc(S(=O)(=O)Nc2cc(C)on2)cc1OC	-1	-1	4	-0.78	96	1	·	10	-10	100
O=C1CCCC/C1=C/Nc1ccc2c(c1)OCO2	29	8	-44	0.55	141*	0.7	2.2	-67	67	97
COc1ccc(C2=NN(C(C#N)c3ccc(OC)cc3)C(c3ccccc3)C2)cc1 (configuration not stated)	-2	1	-80	0.34	172*	1	6*	-109	109	100
CCCOc1nc2c(c(=O)n(C)c(=O)n2C)n1CC	-5	-4	4	-0.19	97	1.1	·	-3	3	110
CN(C)c1oc(-c2cccs2)nc1C#N	0	16	-2	0.063	102	1	1.3	-13	13	88
Cc1ccc(C23CC4CC(CC(NC(=O)NCCN(C)C)(C4)C2)C3)cc1	-5	0	3	-2.3	97	1.1	0.96	-6	6	103
NC(=O)Cn1c(=O)n(CCc2ccccc2)c(=O)c2c3c(sc21)CCCC3	1	19	-6	0.44	106	1	1.1	·	·	84
CCCC(=O)Nc1c2c(nc3ccccc13)N(c1ccccc1)CC2	-5	0	3	1	97	1	1	-6	6	107
CCCCN(C)C(=O)c1sc2ncn(CC)c(=O)c2c1C	-7	17	2	·	98	1.1	1.1	-2	2	90
CCOC(=O)N1CCC(=C(C#N)C(=O)Nc2cc(OC)ccc2OC)CC1	-3	-6	-2	-0.59	102	1	0.98	4	-4	108

Record cards, as listed above. Values in the order: FLuc inhib CS | STAT3 inh | STAT1 inh | ROMK mod | STAT1 activator | FLuc stim CS | NF-kB neuron act | APP 5UTR inh | APP 5'UTR act | STAT3 activator
`CCCC(=O)Nc1c2c(nc3ccccc13)N(c1ccccc1)CC2` is listed as -5 | 0 | 3 | 1 | 97 | 1 | 1 | -6 | 6 | 107
`COCCNC(=O)Cc1ccc(F)cc1` is listed as -6 | 6 | 0 | 0.012 | 99 | 1.1 | 1.2 | -2 | 2 | 96

Later entries
SMILES	FLuc inhib CS	STAT3 inh	STAT1 inh	ROMK mod	STAT1 activator	FLuc stim CS	NF-kB neuron act	APP 5UTR inh	APP 5'UTR act	STAT3 activator
CCOC(=O)C1=C(O)C(Nc2nccs2)(C(F)(F)F)N=C1C (configuration not stated)	-2	1	-7	·	106	1	1.3	1	-1	102
c1ccc2c(c1)[nH]c1nc(SCCN3CCOCC3)nnc12	13	5	-6	·	106	0.9	1.1	-15	15	98
CC1CCN(C(=O)CN(c2ccc3c(c2)OCO3)S(C)(=O)=O)CC1	-3	7	-5	-0.53	99	1	1.2	2	-2	95
CC(NC(=O)CN1C(=O)COc2ccccc21)c1ccccc1 (configuration not stated)	2	2	-5	0.61	104	1	1.1	-8	8	104
COC(=O)c1ccc(CNC(=O)CSc2nc3sc(C)c(C)c3c(=O)n2C)o1	-9	-4	6	0.17	95	1.1	0.73	-8	8	106
Cc1cccc(OCC(=O)N(C)CCc2ccccn2)c1	-10	-5	1	·	99	1.1	1.2	-10	10	106
Cc1ccccc1CNC(=O)Cc1cccs1	25	3	-11	-0.25	109	0.8	1.8	-24	24	109
CC(C)OC(=O)c1c(F)c(F)c(N2CCOCC2)c(F)c1F	-5	13	-2	·	102	1.1	1.2	-7	7	94
O=C1NC2(CCCC2)Oc2ccccc21	-1	0	4	-0.51	95	1	3.5*	-23	23	101
COc1ccc(NC(=O)c2ccccc2N(Cc2ccccc2)S(C)(=O)=O)cc1OC	-3	6	-4	0.51	104	1	1	4	-4	103
CCCCc1nnc(NC(=O)CS(=O)(=O)Cc2ccccc2)s1	-5	-2	-9	·	108	1.1	1.2	-5	5	103

From PubChem
